hiPSC survival – enhancers of human iPSC single-cell survival. 360,000 tested, 0.044% active. hiPSC single-cell survival, ATPlite luminescence; 100% = ROCK inhibitor wells, 0% = DMSO. survival enhancement, % at 20 µM. AID 602274; in the data active = survival enhancement above about 18%;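 note: cells exposed to compounds for 16 hours before the ATP read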
Vif inh – HIV Vif inhibition; HEK293T cells, Vif self-association by quenched fluorescence, imaging, 24 h; inhibition, % at 7.49 µM; 340,000 tested, 0.35% active; AID 602346; in the data active = inhibition above about 50%, passing the limit was not always enough; inconclusive = no clear call, values can overlap the other calls; inactive = below about 31%; note: some results filed as inactive read as strong as hits
TRPM1 prom inh – inhibitors of MITF-driven TRPM1 promoter in melanoma cells; SK-MEL-5 TRPM1 promoter luciferase, 24 h; inhibition, % at 12.5 µM; 330,000 tested, 0.83% active;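 active = mean inhibition across replicates of 60% or more, whatever share of single replicates reaches that level; inconclusive = some that reach 60%, reason not given; inactive = mean inhibition across replicates below 60%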; note: values of inactives mirror those of a sister screen read the other way
aDG glyco up – increases alpha dystroglycan glycosylation; Pro5-aDG cells, alpha-DG glycosylation AlphaScreen (IIH6); 0% Pro5, 100% B10-LARGE cell signal; activation, % at 10 µM; 360,000 tested, 0.22% active;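 active = activation of at least 8% versus controls, or a plate z-score of at least 8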;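 note: Pro5 are CHO cells carrying HIG-tagged alpha-DG that lacks glycosylation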
PDI inh – PDI (human) enzyme inhibition. P07237. PDI insulin aggregation turbidity, A650, 90 min. inhibition, % at 10 µM. 350,000 tested, 0.052% active;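 active = mean inhibition across replicates of 30% or more, whatever share of single replicates reach that level; inconclusive = mean inhibition below 30% while every single replicate reaches 30%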;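 note: absorbance from insulin aggregation driven by PDI reduction with DTT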
Target sequence (P07237 whole entry, looked up): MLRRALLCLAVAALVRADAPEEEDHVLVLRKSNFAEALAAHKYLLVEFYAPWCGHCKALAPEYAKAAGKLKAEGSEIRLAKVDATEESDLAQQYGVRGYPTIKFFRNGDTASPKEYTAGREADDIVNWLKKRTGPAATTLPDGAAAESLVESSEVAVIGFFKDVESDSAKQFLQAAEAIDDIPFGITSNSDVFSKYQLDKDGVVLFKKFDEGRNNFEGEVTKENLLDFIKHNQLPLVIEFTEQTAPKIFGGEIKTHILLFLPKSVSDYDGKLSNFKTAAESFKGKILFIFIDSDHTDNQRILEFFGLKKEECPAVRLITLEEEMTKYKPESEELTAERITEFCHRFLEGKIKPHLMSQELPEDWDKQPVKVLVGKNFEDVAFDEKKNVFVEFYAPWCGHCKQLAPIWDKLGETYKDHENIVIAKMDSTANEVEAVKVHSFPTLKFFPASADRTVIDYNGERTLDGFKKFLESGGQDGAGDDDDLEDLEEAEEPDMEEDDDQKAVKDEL
CaV13 ICDI inh – Disruptors of the CACNA1D IQ motif to Ca2+-dependent inactivation inhibitor domain association, primary screening, Förster resonance energy transfer in intact living … | 340,000 tested, 0.098% active | HEK cells, CFP/YFP FRET ICDI-IQ, plate reader, 10 min; percent FRET-ratio fall versus neutral wells | inhibition, % at 12.3 µM;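 active = mean replicate inhibition of at least 30% and at least 1% of replicates passing that level; inconclusive = only one of the two criteria is met; inactive = neither criterion is met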;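 note: 0% = median of the neutral control wells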
NR2E3 ag-1 – NR2E3 (human) agonism; Q9Y5X4; GST-NR2E3/biotin-RetCOR TR-FRET, 1536-well; inhibition of corepressor binding, % at 4.78 µM; 320,000 tested, 0.12% active; AID 2300;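 active = percent inhibition above the cutoff of mean plus 3 SD of all tested compounds, set per screening campaign, cut at about 20% in these data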;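 note: 0% = DMSO wells and 100% = biotin wells as full block of FRET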
Target sequence (Q9Y5X4 whole entry, looked up): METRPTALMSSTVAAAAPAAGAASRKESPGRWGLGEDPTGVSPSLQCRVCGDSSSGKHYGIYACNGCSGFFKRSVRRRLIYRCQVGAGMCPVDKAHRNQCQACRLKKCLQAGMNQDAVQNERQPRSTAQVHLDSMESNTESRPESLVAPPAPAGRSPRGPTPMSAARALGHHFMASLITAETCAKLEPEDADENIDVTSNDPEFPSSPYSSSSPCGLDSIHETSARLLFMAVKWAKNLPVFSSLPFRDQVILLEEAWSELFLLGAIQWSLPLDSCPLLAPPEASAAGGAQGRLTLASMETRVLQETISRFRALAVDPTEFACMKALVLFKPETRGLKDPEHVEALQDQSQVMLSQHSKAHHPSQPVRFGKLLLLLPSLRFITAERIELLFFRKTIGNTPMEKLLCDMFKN
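Assay system: NR2E3–RetCOR corepressor complex. Quantity: 1.35 nM GST-NR2E3. Buffer or medium: pH 7.5 Tris-based buffer. Reagent: biotinylated RetCOR corepressor at 7 nM final. Schedule: 5 h at 4 °C. Detection: TR-FRET, emission read at 617 and 671 nm. Replicates: one well per compound, singlicate testing.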
Granule exo inh – blocks lytic granule exocytosis; TALL-104 LAMP-1 surface exposure, flow cytometry; cells stimulated with thapsigargin and PMA; inhibition, % at 10 µM; 360,000 tested, 0.66% active; AID 651702;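 active = inhibition above about 55%, limit read from the data; inconclusive = no clear call, values can overlap the other calls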
Peg3 prom inh – reduces Peg3 promoter-driven luciferase expression in HeLa; HeLa PEG-Prom luciferase reporter, luminescence, overnight; inhibition, % at 20 µM; 360,000 tested, 1.7% active; AID 588405;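 active = inhibition of at least 50% at 20 µM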
HIF-2a inh – blocks HIF-2a reporter activity | 786-0 RCC cells HIF-2a reporter, luciferase luminescence, overnight | inhibition, % at 18.8 µM | 360,000 tested, 0.72% active | AID 624352;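 active = inhibition of the luminescence signal of 40% or more relative to plate controls, in a single-dose primary screen at 18.75 µM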
NR2E3 ag-2 – activates human NR2E3 receptor; Q9Y5X4; AID 602229; CHO-S Gal4-NCOR/VP16-NR2E3 two-hybrid, luciferase; inhibition of corepressor binding, % at 3.98 µM; 360,000 tested, 0.35% active;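 active = inhibition above the mean of all tested compounds plus 3 SD, cut at about 70% in these data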;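 note: 0% = DMSO with NR2E3 transfected cells and 100% = cells lacking NR2E3 construct; higher means lower luciferase signal from less NR2E3 corepressor binding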
* marks the source's active call; other numbers are inactive results; ? = inconclusive; nt = no result given.

Values run as follows: hiPSC survival, Vif inh, TRPM1 prom inh, aDG glyco up, PDI inh, CaV13 ICDI inh, NR2E3 ag-1, Granule exo inh, Peg3 prom inh, HIF-2a inh, NR2E3 ag-2
> O=C(Nc1cccc([N+](=O)[O-])c1)c1ccc2c(c1)C(=O)N(c1ccccn1)C2=O
→ 0.6, -2, 26, 0.0, 3, -2, 4, 5, 14, 5, 9
> CCCCC1=CC2=CC(=O)C(C)(OC(=O)CC)C(=O)C2=CN1c1ccc(OC)cc1 (configuration not stated)
→ -1.5, -2, 7, 0.3, 1, nt, 3, 22, -11, 12, -16
> COC1OC(CO)C(O)C(O)C1O (configuration not stated)
→ -0.4, 12, nt, -0.1, nt, nt, -1, 2, 0, 13, -15
> O=C(Oc1ccc(Cl)c2ccccc12)N1CCCCC1
→ 2.0, -11, -63, 0.6, 2, nt, 2, 1, -127, -156, -43
> CCc1nnc(NC(=O)CSc2nc(-c3ccccc3)cc(-c3ccc(F)cc3)c2C#N)s1
→ -1.8, -9, 32, -0.2, -2, -6, 0, -1, 37, 3, -21
> CNC(=O)C1(C)Cc2c(-c3ccc4c(c3)OCO4)ccnc2O1 (configuration not stated)
→ 2.7, -9, nt, 0.2, -11, -3, nt, -4, 9, 9, 8
> O=C(NCc1nnc(SCC(=O)N2CCCCCC2)o1)c1ccc(F)cc1
→ -0.6, ?, 2, 0.1, 3, -4, 0, 1, 23, 0, 6
> COC(=O)C1=C(O)/C(=C\c2ccc(CNC(=O)C(=O)Nc3ccc(C)cc3)o2)N=C1C
→ -0.5, nt, 9, 0.1, 2, -1, 3, -5, -3, -9, -21
> COc1ccccc1N(C(=O)c1ccco1)C(C(=O)NC1CCCC1)c1cccs1 (configuration not stated)
→ -0.5, 5, 1, 0.1, 4, -6, 5, -1, 12, 11, -24
> Cc1c(O)ccc(C(=O)CN2CCN(c3ccc(F)cc3)CC2)c1O
→ -0.3, -9, -12, 0.3, 11, -5, -2, 1, -1, -20, 35
> O=Cc1cc(CCC(=O)O)ccc1O
→ -2.1, nt, -6, -0.1, 2, -5, 3, 6, -2, -7, -8
> CC(/C=C/c1ccco1)=N/NC(=O)Cc1cccs1
→ -0.7, -5, -23, -0.3, 4, -4, -2, 32, -13, -11, -21
> Cc1nc2cc(C(=O)O)ccc2n1-c1ccc(F)cc1F
→ 0.0, 5, -9, -0.2, 5, -2, 2, 2, 13, 9, -4
> Cc1ccc(SCC(=O)NC2CCS(=O)(=O)C2)cc1C (configuration not stated)
→ -0.3, -3, -3, 0.1, 17, -3, 1, 3, 0, 1, -15
> CCC(CO)NC(=O)c1ccc(-c2nn(C)c(=O)c3ccccc23)cc1 (configuration not stated)
→ 0.6, 5, 0, -0.2, -1, -4, -3, 2, 13, 19, -18
> CC(C)C[C@H]1CN=C(Nc2ccccc2)N1CCCCc1ccccc1
→ 1.1, 4, -11, 0.0, 8, -9, 2, -3, 2, 4, 10
> O=C(CNS(=O)(=O)c1ccc(F)cc1)Nc1ccccc1
→ 0.3, -3, 1, -0.4, -4, nt, 4, -5, -14, 2, 3
> CCc1ccc(NC(=O)c2sccc2-n2cccc2)cc1
→ -2.1, 0, -6, 0.2, -4, -5, 2, -3, -80, -158, -59
> CCOc1ccccc1N=Cc1c(O)n(C)c(=O)n(C)c1=O
→ -0.2, 4, 15, 0.1, 3, -4, nt, 7, 18, 10, 3
> COc1ccc(C(NC(=O)C2CCN(CCCOc3ccccc3)CC2)c2ccccn2)cc1 (configuration not stated)
→ -2.2, 2, nt, 0.0, -2, -7, nt, 2, 9, 7, -12

More entries follow:
Values run as follows: hiPSC survival, Vif inh, TRPM1 prom inh, aDG glyco up, PDI inh, CaV13 ICDI inh, NR2E3 ag-1, Granule exo inh, Peg3 prom inh, HIF-2a inh, NR2E3 ag-2
> O=C(c1ccccc1)N1CCN(S(=O)(=O)c2cccs2)CC1
→ -0.3, -4, -12, -0.3, 7, nt, -1, 0, 7, 2, 11
> COCP(=O)(c1ccccc1)c1ccccc1
→ 1.7, 3, -3, -0.3, -2, -4, 0, 1, 13, -1, 10
> O=C(NCc1nc2ccccc2[nH]1)c1ccc(Cl)c(S(=O)(=O)N2CCCC2)c1
→ 3.1, -12, 17, -0.1, 10, -7, -3, -4, 9, -1, -2
> O=c1c(-c2ccc(Br)cc2)[n+]([O-])c2ccccc2n1OCc1ccccc1
→ -0.8, 0, -12, -0.1, -1, -2, -3, -7, 8, 0, -18
> CC1=C(C(=O)Nc2ccccc2C(=O)N2CCCCC2)SCCO1
→ -0.6, -1, -4, -0.3, -5, -2, 4, 13, -2, 11, -18
> CCOC(=O)COc1ccc(-c2nnc(-c3ccccc3)o2)cc1
→ -1.0, 9, 13, 0.6, 17, -7, 2, 1, -23, 9, 10
> CCn1c(C)c(CCC(=O)O)c(=O)n2nc(-c3ccccc3OC)cc12
→ 1.8, 14, 7, 0.1, -2, -4, -3, 2, 9, 16, 17
> COc1ccc(N2CCN(c3nc4c(C)cccn4c(=O)c3C=C(C#N)C#N)CC2)cc1
→ -0.3, 8, 8, 0.2, -9, -4, nt, -7, 8, 4, -10
> CCS(=O)(=O)c1ccc(N=Nc2ccc(O)c3ncccc23)c(OC)c1
→ -3.1, 1, 66*, -1.1, -4, -5, nt, -1, 48, 12, -27
> O=C(NNC(=O)c1sccc1-n1cccc1)c1cccc(Cl)c1
→ -2.3, -7, 11, 0.1, 0, -2, 2, -6, 8, 16, 15
> CCOc1cc(CNCCO)cc(Br)c1OCc1ccc(Cl)cc1Cl
→ 2.5, 10, -1, 0.1, 4, nt, 5, 2, -15, 1, -4
> O=C(COc1ncnc2sccc12)N1CCN(C(=O)c2ccco2)CC1
→ 0.8, 8, 5, 0.3, 2, -5, 0, -8, -8, 9, -12
> CC(C)c1ccc(NC(=O)COC(=O)/C=C/c2cccc(Br)c2)cc1
→ -1.5, -1, 5, 0.0, 0, -6, -2, 2, -7, -8, 21
> COc1cc2ncnc(NCc3ccccc3Cl)c2cc1OC
→ 0.7, -1, 4, 0.9, -5, -3, 0, 0, 11, 26, -7
> CC(=O)Nc1ccc(C(=O)N2CCCCC2c2cc(C(=O)Nc3ccccc3Cl)no2)cc1 (configuration not stated)
→ 1.6, 25, nt, -0.1, 6, -11, nt, -3, -14, 6, 11
> N#C/C(=C\c1ccc(O)c(O)c1)C(=O)c1ccc(O)c(O)c1
→ 0.0, 8, -5, -0.1, 0, -5, 2, 0, 2, 3, -37
> Cc1ccc(C(NC(=O)N2CCCC2)C(Cl)Cl)cc1F (configuration not stated)
→ -0.7, 9, 3, 0.8, -3, -6, 3, 1, 9, 10, -3
> Cc1ccc(C)c(NC(=O)c2ccc(S(=O)(=O)N(C)CC3CCCO3)cc2)c1 (configuration not stated)
→ -0.2, -9, 3, -0.2, 8, -5, 4, -3, 3, 10, 15
> COC(=O)c1cn[nH]c1NC(=S)Nc1ccccc1C
→ -1.2, -6, -79, -0.2, 0, -8, 3, 5, -143, -198, -67
> CN1OC[C@@H]2CN(Cc3cc(Cl)cc(Cl)c3)[C@H](c3cccc(-c4ccccc4)c3)C[C@@H]21
→ 0.7, nt, 5, 0.1, 6, -6, nt, -2, 23, 10, -3

(continued)
Values run as follows: hiPSC survival, Vif inh, TRPM1 prom inh, aDG glyco up, PDI inh, CaV13 ICDI inh, NR2E3 ag-1, Granule exo inh, Peg3 prom inh, HIF-2a inh, NR2E3 ag-2
> Cc1cc(C)nc(N2CCCC(C(=O)Nc3nnc(C(C)(C)C)s3)C2)n1 (configuration not stated)
→ -0.1, 6, -4, 0.2, 2, 0, -2, -1, 19, 8, -9
> c1cnc2c(-c3cccc4nccn34)cccc2c1
→ 0.3, -1, nt, 0.0, -10, -6, nt, 0, -2, 8, -6
> COc1ccc(C(=O)NC(=S)NC2CCCCC2)cc1
→ -0.4, -10, -70, 0.0, -5, nt, 1, -4, -320, -246, -81
> Cc1cc2c(NCC(C)O)ncnc2s1 (configuration not stated)
→ -2.1, nt, 7, -0.2, -14, -6, -1, -3, -13, -28, -4
> Cc1ccc2nc(SCC(=O)Nc3cc(C)on3)[nH]c2c1
→ -1.1, nt, 16, 0.1, 0, -6, 4, -3, -15, -14, -2
> CN(CCOc1ccc(Cl)cc1)c1ccc(S(=O)(=O)N2CCCCC2)cn1
→ -0.2, -1, 0, 0.2, 9, -6, -1, 0, 16, 11, -15
> O=c1oc(-c2ccc(Br)o2)nc2ccccc12
→ 6.0, -5, -2, -0.3, -5, -4, 0, 2, -8, -105, -36
> Cc1nn(CC(=O)Nc2cccc(Cl)c2)c(=O)c2cc(-c3ccccc3)nn12
→ -0.5, 0, 10, 0.0, -1, -3, -2, 0, 48, 1, -17
> CN(Cc1ccccc1)C(=O)CC(=O)N(C)Cc1ccccc1
→ -0.6, -3, -8, 0.0, -8, -4, 0, 10, -17, -5, -14
> O=S(=O)(c1ccc(Cl)cc1)N1CCN(c2ncnc3sccc23)CC1
→ 0.4, -8, 26, 4.8*, 5, -5, nt, 4, 24, 28, 95*
> CCc1ccccc1NC(=O)NNS(=O)(=O)c1cc(C)ccc1C
→ 0.1, -1, 10, -0.5, 1, nt, 3, -2, 14, 0, -17
> COc1ccc(CSc2nncn2C)cc1F
→ -0.8, -2, 2, 0.0, 16, -21, 4, -1, 16, 2, 1
> N/C(=N\OC(=O)Cc1ccc(Cl)cc1)c1ccncc1
→ -0.4, 1, -12, 0.8, 7, -3, -2, 8, -20, -16, 27
> CCC1=[N+]([O-])C(C)(/C(C)=N\O)N(O)C1(C)C (configuration not stated)
→ -1.7, 11, 10, 0.0, 3, nt, 0, -1, 15, 9, -6
> CCc1nc2ccc(C(=O)N3CCN(S(=O)(=O)CC)CC3)cn2c1N(C)CCC(C)C
→ 0.2, 11, nt, -0.1, 0, -5, nt, -3, 7, 13, 2
> Cc1ccc2c(c1)C(=O)CCN2
→ 1.9, 51*, -6, -0.2, -3, -10, 5, 1, -2, 6, -13
